# Rac1 mut GTP = human Rac1 activated mutant GTP binding change; 190,000 compounds, 0.11% hits; GST-Rac1 activated beads, fluorescent GTP binding, flow cytometry; actives lie on both sides; 100% means binding = to untreated wells; P63000; percent activity (GTP binding), % at 10 µM;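 active means GTP binding at least 20 percentage points away from the 100% baseline, in either direction, so actives lie on both sides; inconclusive means Compound likely fluorescent itself, or too few beads counted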
# Rab7 wt modul = modulators of GTP binding to dog Rab7 wildtype GTPase. GST-Rab7 beads, fluorescent GTP binding, flow cytometry; actives lie on both sides; untreated = 100%, excess cold GTP = 0%. GTP binding activity (percent of control), % at 10 µM. AID 758. 190,000 compounds, 0.055% hits;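 active means fluorescent GTP binding to Rab7 beads changed by at least 20 points from the 100% baseline, either direction, mostly lower; inconclusive means compound itself probably fluorescent, or too few beads counted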;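 further: median green fluorescence of bound Bodipy-FL-GTP per Rab7 bead population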
# Cdc42 wt GTP = changes GTP binding to wildtype human Cdc42. P60953. GST-Cdc42 beads, Bodipy-GTP binding, flow cytometry; actives lie on both sides. percent activity (GTP binding), % at 10 µM. 190,000 compounds, 0.2% hits;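 active means percent activity GTP binding at least 20 points away from the 100% baseline, either down as inhibitor or up as activator; inconclusive means compound flagged as likely green fluorescent from well-wide comparison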;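 further: median bead fluorescence of bound Bodipy-FL-GTP at 100 nM; 0% = excess unlabeled GTP control and 100% = no compound control; below 100% means less GTP binding so inhibitor and above means activator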
# Bim-Bcl-2 = inhibitors of Bim-Bcl-2 interaction, human. inhibition, % at 10 µM. Bead-based flow cytometry, Bim peptide-Bcl-2 binding. AID 950. 190,000 compounds, 0.06% hits; in the data active means inhibition above about 40%; inconclusive means no clear call, values can overlap the other calls;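 further: 0% = no compound wells with probe peptide and 100% = reference peptide inhibitor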
# Target sequence (P10415 whole entry, looked up): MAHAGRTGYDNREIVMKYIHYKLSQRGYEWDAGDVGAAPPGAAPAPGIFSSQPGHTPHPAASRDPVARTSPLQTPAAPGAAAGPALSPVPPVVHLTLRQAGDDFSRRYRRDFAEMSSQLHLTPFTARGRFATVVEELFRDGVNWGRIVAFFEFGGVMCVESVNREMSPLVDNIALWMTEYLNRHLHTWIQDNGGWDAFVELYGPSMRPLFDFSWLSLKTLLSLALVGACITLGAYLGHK
# HRas wt GTP bind = changes GTP binding to wildtype human HRas | GST-Ras wt beads, Bodipy-FL-GTP binding, flow cytometry; actives lie on both sides | GTP binding activity, % at 10 µM | 190,000 compounds, 0.14% hits | AID 759;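 active means GTP binding activity at least 20% away from the 100% baseline, either lowered as inhibitor or raised as activator; inconclusive means flagged as likely green fluorescent, judged across all proteins in the well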;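 further: 0% = unlabeled GTP competition control and 100% = no-compound control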
# Bcl-B Bim block = disrupts Bim peptide binding to human Bcl-B | 190,000 compounds, 0.073% hits | AID 951 | Q9HD36 | inhibition, % at 10 µM | bead-based flow cytometry;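 further: 0% = tracer peptide without compound and 100% = reference inhibitor peptide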
# Target sequence (Q9HD36 whole entry, looked up): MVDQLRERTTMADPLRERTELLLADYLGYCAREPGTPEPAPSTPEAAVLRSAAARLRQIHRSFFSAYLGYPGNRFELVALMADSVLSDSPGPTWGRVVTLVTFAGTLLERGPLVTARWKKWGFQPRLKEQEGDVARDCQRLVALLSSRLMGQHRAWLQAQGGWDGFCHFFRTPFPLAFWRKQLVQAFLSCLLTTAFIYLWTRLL
# Rac1 wt GTP bind = modulators of human Rac1 wildtype GTP binding; GST-Rac1 beads, fluorescent GTP binding, flow cytometry; actives lie on both sides; 0 = cold GTP competed, 100 = untreated; GTP binding activity (% of control), % at 10 µM; 190,000 compounds, 0.27% hits; AID 757;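 active means GTP binding activity at least 20 points away from the 100% control level, either lower or higher; inconclusive means compound flagged as likely green fluorescent, judged across all proteins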
# Rab2A wt mod = changes GTP binding to wildtype dog Rab2A, up or down; P61105; GST-Rab2 wt beads, Bodipy-GTP binding, flow cytometry; GTP binding activity, % at 10 µM; 190,000 compounds, 0.19% hits; AID 760;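 active means GTP binding activity at least 20 points away from 100%, either lowered or raised; inconclusive means signal likely due to the compound's own green fluorescence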;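 further: 0% = beads with excess unlabeled GTP and 100% = no-compound control corrected for plate trend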
# Bim-Bcl-XL = inhibitors of Bim-Bcl-XL interaction, human. Bim peptide-Bcl-XL binding, bead flow cytometry, fluorescence. AID 1007. 190,000 compounds, 0.04% hits. Q07817. inhibition, % at 10 µM
# Target sequence (Q07817 whole entry, looked up): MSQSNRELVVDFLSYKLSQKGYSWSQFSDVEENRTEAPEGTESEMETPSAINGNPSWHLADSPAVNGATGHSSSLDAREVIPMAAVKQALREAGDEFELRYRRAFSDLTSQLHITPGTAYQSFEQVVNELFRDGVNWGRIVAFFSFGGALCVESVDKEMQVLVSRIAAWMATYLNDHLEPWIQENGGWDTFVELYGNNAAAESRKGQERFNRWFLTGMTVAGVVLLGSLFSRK
# Bfl-1 Bim block = disrupts Bim binding to human Bfl-1. Q16548. AID 1008. 190,000 compounds, 0.12% hits. Bead-based flow cytometry, Bim-Bfl-1 binding inhibition. inhibition, % at 10 µM;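 further: 0% = wells without compound plus tracer and 100% = blocker peptide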
# Bim-Bcl-W = human Bim-Bcl-W interaction inhibition; Q92843; bead-based flow cytometry, Bim peptide-Bcl-W binding; inhibition, % at 10 µM; 190,000 compounds, 0.02% hits; AID 952;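 further: 0% = bound tracer without compound and 100% = peptide blocker; higher means less fluorescent Bim peptide bound to Bcl-W beads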
# Target sequence (Q92843 whole entry, looked up): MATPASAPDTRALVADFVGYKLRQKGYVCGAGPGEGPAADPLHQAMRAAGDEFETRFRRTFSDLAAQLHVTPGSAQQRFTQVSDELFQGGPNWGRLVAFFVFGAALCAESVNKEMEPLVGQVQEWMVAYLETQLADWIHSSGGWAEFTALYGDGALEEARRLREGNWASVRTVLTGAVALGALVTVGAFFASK
# * = called active by the depositor; ? = inconclusive; · = no result given. Unless noted, no stated cut-off is given here; in the data, active means inhibition above about 40%.
no.	structure	Rac1 mut GTP	Rab7 wt modul	Cdc42 wt GTP	Bim-Bcl-2	HRas wt GTP bind	Bcl-B Bim block	Rac1 wt GTP bind	Rab2A wt mod	Bim-Bcl-XL	Bfl-1 Bim block	Bim-Bcl-W
1	OC1CCN(Cc2cn(Cc3ccccc3)nc2-c2cc3ccccc3o2)CC1	92	100	97	-5	97	-1	99	96	-2	-8	0
2	CCOC(=O)c1ccccc1NC(=O)CSc1ccccc1	98	96	99	0	98	-1	103	100	-1	0	-2
3	COc1ccc(CC(=O)NCc2n[nH]c(=S)n2-c2ccc(F)cc2)cc1	99	95	97	-2	100	-14	103	98	-3	0	0
4	Cc1cc(SCC(=O)NCCC2=CCCCC2)nc2ccccc12	96	95	95	-7	98	-22	101	98	-19	-3	-14
5	CCNc1nc(N2CCCC2)nc(N2CCCC2)n1	97	107	100	0	100	0	99	100	3	-4	1
6	CCN1CCCC1CNC(=O)C(=O)Nc1cccc(OC)c1 (stereo not given)	99	104	103	4	100	2	103	100	0	9	2
7	CC(NC(=O)Cc1ccccc1)C1COc2ccccc2O1 (stereo not given)	95	107	94	3	96	3	94	97	6	7	8
8	Cc1cc(C(=O)CSc2nc3ccccc3c(=O)[nH]2)c(C)n1CC1CCCO1 (stereo not given)	93	95	96	-1	93	0	97	93	-4	-1	-2
9	COc1ccc(N2CCN(CC(=O)Nc3cc(C)on3)CC2)cc1	97	99	100	-6	99	-8	102	100	0	-9	2
10	N#Cc1c(SCC(N)=O)nc2c(c1-c1ccncc1)CCCC2	95	102	94	0	98	-9	94	98	-1	1	3
11	COc1ccc(CN(C)CC(=O)Nc2sc3c(c2C#N)CCC3)cc1OC	98	92	95	0	94	-5	92	93	-3	-7	-3
12	COc1ccc(NC(=O)Cc2ccccc2)cn1	97	94	98	-3	98	0	98	96	-2	-5	1

# 5 of the compounds above, in transposed form:
7	CC(NC(=O)Cc1ccccc1)C1COc2ccccc2O1 (stereo not given)
8	Cc1cc(C(=O)CSc2nc3ccccc3c(=O)[nH]2)c(C)n1CC1CCCO1 (stereo not given)
9	COc1ccc(N2CCN(CC(=O)Nc3cc(C)on3)CC2)cc1
10	N#Cc1c(SCC(N)=O)nc2c(c1-c1ccncc1)CCCC2
11	COc1ccc(CN(C)CC(=O)Nc2sc3c(c2C#N)CCC3)cc1OC

Assay by compound | 7 | 8 | 9 | 10 | 11
Rac1 mut GTP | 95 | 93 | 97 | 95 | 98
Rab7 wt modul | 107 | 95 | 99 | 102 | 92
Cdc42 wt GTP | 94 | 96 | 100 | 94 | 95
Bim-Bcl-2 | 3 | -1 | -6 | 0 | 0
HRas wt GTP bind | 96 | 93 | 99 | 98 | 94
Bcl-B Bim block | 3 | 0 | -8 | -9 | -5
Rac1 wt GTP bind | 94 | 97 | 102 | 94 | 92
Rab2A wt mod | 97 | 93 | 100 | 98 | 93
Bim-Bcl-XL | 6 | -4 | 0 | -1 | -3
Bfl-1 Bim block | 7 | -1 | -9 | 1 | -7
Bim-Bcl-W | 8 | -2 | 2 | 3 | -3

# Later entries:
no.	structure	Rac1 mut GTP	Rab7 wt modul	Cdc42 wt GTP	Bim-Bcl-2	HRas wt GTP bind	Bcl-B Bim block	Rac1 wt GTP bind	Rab2A wt mod	Bim-Bcl-XL	Bfl-1 Bim block	Bim-Bcl-W
13	CN1C(=O)/C(=C/c2ccc(-c3ccccc3[N+](=O)[O-])o2)SC1=Nc1ccc(Cl)c(C(=O)O)c1	94	93	98	34	93	44*	98	94	64*	33	44*
14	O=c1[nH][nH]c(C(F)(F)F)c1C=Nc1ccccc1	103	105	107	-1	104	-2	105	105	0	-2	-3
15	CCOC(=O)C1=C(C)NC2=C(C(=O)CCC2)C1c1ccsc1 (stereo not given)	97	100	102	0	100	0	100	101	-3	-1	0
16	Cc1nnc(N/N=C/c2ccc(-c3ccc(Br)cc3)o2)n1N	94	95	85	0	90	1	90	89	5	11	5
17	CC1Cc2nc(SCC(=O)N3CCN(c4ccccc4)CC3)n(CCc3ccccc3)c(=O)c2S1 (stereo not given)	100	99	105	-6	104	-5	108	103	-4	-6	2
18	Cc1cc(NC(c2cccnc2)c2c(C)[nH]c3ccccc23)no1 (stereo not given)	97	102	99	-6	99	-3	103	100	0	0	4
19	O=C1CCC(C(=O)N2CCC(CO)(Cc3ccc(Cl)cc3)CC2)=NN1	93	106	99	-3	102	-3	101	102	0	-3	-2
20	CS(=O)(=O)N(CCC#N)Cc1ccc(/C=C2\C(=O)Nc3ccccc32)o1	95	100	94	1	98	-1	93	98	1	-4	0
21	O=C(O)c1ccc2c(c1)C(=O)N(N1C(=O)c3ccccc3C1=O)C2=O	98	98	100	?	98	·	99	100	·	·	·
22	COc1ccc(S(=O)(=O)N(Cc2ccccc2)c2ccccc2C(=O)Nc2ccccc2C(=O)NCc2ccco2)cc1	100	90	96	0	96	-3	102	95	2	0	6
23	CCc1cccc(C)c1NC(=O)c1ccoc1C	95	97	98	8	96	1	104	97	6	9	7
24	O=C(Oc1ccc2ccccc2c1)c1cncc(Br)c1	98	101	104	-5	102	-9	104	100	-2	-16	-1

# Entries above printed as active in Bcl-B Bim block:
no.	structure	Rac1 mut GTP	Rab7 wt modul	Cdc42 wt GTP	Bim-Bcl-2	HRas wt GTP bind	Bcl-B Bim block	Rac1 wt GTP bind	Rab2A wt mod	Bim-Bcl-XL	Bfl-1 Bim block	Bim-Bcl-W
13	CN1C(=O)/C(=C/c2ccc(-c3ccccc3[N+](=O)[O-])o2)SC1=Nc1ccc(Cl)c(C(=O)O)c1	94	93	98	34	93	44*	98	94	64*	33	44*

# New compounds follow
no.	structure	Rac1 mut GTP	Rab7 wt modul	Cdc42 wt GTP	Bim-Bcl-2	HRas wt GTP bind	Bcl-B Bim block	Rac1 wt GTP bind	Rab2A wt mod	Bim-Bcl-XL	Bfl-1 Bim block	Bim-Bcl-W
25	O=c1c2ccccc2nc(SCc2cn3ccsc3n2)n1-c1ccc(F)cc1	94	98	91	-1	94	-5	94	96	-5	-9	0
26	CC1=Nn2c(nc(-c3ccccc3)c2-c2ccccc2)NC(=O)C1Br (stereo not given)	96	95	101	1	99	-3	98	97	-2	20	0
27	CCN(CC(=O)Nc1ccccc1OC)CC(=O)Nc1ccccc1-c1ccccc1	94	96	94	-1	96	-6	99	97	-1	-6	-1
28	Cc1ccc(NC(=O)COc2ccccc2C(=O)NCCN(C)C)cc1	96	95	96	2	94	2	94	95	0	0	3
29	Cc1c(C)c2ccc(OCC(=O)N3CCOCC3)c(C)c2oc1=O	95	107	95	-4	99	-3	102	99	-5	-7	-2
30	O=C(c1cccs1)N1CCCc2ccccc21	98	98	100	0	101	-3	101	97	0	0	0
31	Cc1cc(C)c(C#N)c(SCC(=O)Nc2ccc(S(=O)(=O)Nc3onc(C)c3C)cc2)n1	98	97	100	-3	101	-4	104	99	-2	-6	4
32	CC1CN(c2oc(Cc3cccc4ccccc34)nc2C#N)CC(C)O1 (stereo not given)	101	96	103	-1	103	0	103	104	0	0	1
33	CCOc1ccc(NC(=O)CCN2CCN(S(=O)(=O)c3cc(Cl)ccc3OC)CC2)cc1	97	95	99	-8	96	-5	96	94	-7	-8	5
34	O=C(CCCCCCN1C(=O)c2ccccc2C1=O)Nc1nccs1	98	97	98	-13	98	3	100	99	1	1	1
35	CCOc1ccc(N=C2NC(=O)S/C2=C\c2ccc(OC)cc2)cc1	97	101	100	5	99	5	99	100	-1	7	0
36	Cn1c(/N=C/c2ccc3c(c2)OCO3)nc2ccccc21	99	98	98	-2	99	-1	102	99	-1	-1	1
37	CN(C)C(=O)c1cn(-c2ccccc2)nc1-c1cccs1	101	100	104	-8	101	-8	107	101	-14	-10	0
38	O=C(c1ccc(Oc2ccc([N+](=O)[O-])cc2Cl)cc1)N1CCCC1	94	95	96	-4	97	-3	99	96	-4	-6	-3
39	CCCC1CC(c2csc(N)n2)CCO1 (stereo not given)	96	104	99	-9	102	-5	104	99	-6	-5	-3
40	COC(=O)c1c(NC(C)=O)sc(C(=O)Nc2ccccc2C)c1C	99	97	99	-4	99	-1	100	96	-1	-5	0
41	COCC(C)n1c(C)cc(C(=O)CSc2ccc(NC(C)=O)cc2)c1C (stereo not given)	103	103	103	-5	103	-6	110	101	-3	-5	0
42	CCC(C)NCC(=O)Nc1ccc([N+](=O)[O-])cc1C(=O)Nc1ccccc1F (stereo not given)	96	96	98	0	98	1	100	97	-3	3	0
43	CC12CCC(C(=O)Nc3nc4ccccc4s3)(OC1=O)C2(C)C (stereo not given)	93	94	94	-2	93	-3	96	93	-2	-5	-1
44	O=C(Cc1ccc(Cl)cc1)NCc1nc(-c2ccccc2)no1	91	91	92	-4	95	-1	93	90	0	-5	0
45	CCOc1cc(NC(=S)NCC2CCCO2)c(OCC)cc1NC(=O)CC(C)C (stereo not given)	96	100	98	-2	98	-7	99	98	-2	-3	-1
46	Cc1cccc(OCC(=O)Nc2ccccc2F)c1	93	92	93	-2	95	-1	95	93	-1	-1	2
47	CSCCC(=O)N1CCCC(CNC(=O)c2ccc(-c3ccccc3)cc2)C1 (stereo not given)	95	104	98	0	102	-2	102	97	-1	-7	-2
48	O=C(c1cccs1)N1CCC(c2nc(-c3ccc(S(=O)(=O)N4CCOCC4)cc3)no2)CC1	98	95	96	-3	98	1	94	95	-4	-1	-2
49	O=C(Nc1cc(C(F)(F)F)ccc1N1CCCCC1)c1cccc([N+](=O)[O-])c1	?	?	?	-8	?	-9	?	?	-8	-11	1
50	Cc1ccccc1NC(=O)/C(=C/c1ccco1)c1ccccc1	99	95	96	-2	97	-1	102	100	-1	1	2
51	Cc1cccc(NC2=C(Cl)C(=O)OC2OC(=O)c2ccco2)c1 (stereo not given)	95	95	98	0	98	-6	100	97	-1	-2	-4
52	CCOc1ccccc1-c1c2cc(O)c(=O)cc-2oc2cc(O)c(O)cc12	?	?	?	13	?	-2	?	?	-1	16	6
53	CN(CCC#N)C(=O)COC(=O)c1ccc(Cl)cc1O	95	91	101	-2	96	0	98	97	1	2	3
54	O=C(NCc1ccccc1)/C(NC(=O)c1ccccc1)=C(/Sc1ccccn1)c1ccccc1	98	100	98	-1	100	-5	102	99	-6	6	-3
55	COc1ccc(Cn2c(=O)cc(C)[nH]c2=S)cc1	99	105	97	-5	101	-5	100	99	-4	-7	0
56	Cc1ccc(CNC(=O)CSc2nc3ccsc3c(=O)n2Cc2ccc(C(=O)O)cc2)cc1	94	97	92	-2	95	-3	94	95	-2	-2	0
